# High-throughput results as filed in PubChem.
# ERG Ets-DNA blk: inhibitors of human ERG Ets domain-DNA interaction | P11308 | 370,000 tested, 0.028% active | AID 624246 | fluorescence polarization, His-ERG Ets domain / labelled DNA | Potency, µM (doses to about 76.9 µM), for inactives: at the highest dose FP activity, negative = inhibition, actives largely listed as inhibitors; active = well fitted inhibition curve with a large enough effect in the polarisation, with a control signal flat; inconclusive = small, poorly fitted or top-dose-only effect, or effect the other way, or a change in a side signal; inactive = no such curve, though single readings can be large or run the other way; the % refers to the polarisation;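 note: polarization taken with two DNA probes labelled with fluorescein and Texas red; % of control where 0% means no effect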
#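 His-tagged ERG Ets domain (1 uM in the protein solution; 300mM KCl, 50mM Tris-HCl, 1mM EDTA, 1mM DTT, pH 7.5) received compound, then a probe mix of 5 nM fluorescein-DNA and 100nM Texas-615-DNA. Fluorescence polarization was read for both dyes.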
# Pin1 inhibitor: inhibitors of human Pin1 | Q13526 | Pin1 FP peptide displacement, HiFluor488, 10 min | Potency, µM (top dose mostly 115 µM), inactives show at the highest dose activity, negative = inhibition, usual class: inhibitors | 390,000 tested, 0.009% active | AID 504891; active = well fitted inhibition curve with a large enough effect in the polarisation, with a control signal flat, not every such curve was filed as active; inconclusive = small, poorly fitted or top-dose-only effect, or effect the other way, or a change in a side signal; inactive = no such curve, though single readings can be large or run the other way; the % refers to the polarisation; note: % is set by controls: 0 for no effect and ±100 for the full control effect
# Target sequence (Q13526 whole entry, looked up): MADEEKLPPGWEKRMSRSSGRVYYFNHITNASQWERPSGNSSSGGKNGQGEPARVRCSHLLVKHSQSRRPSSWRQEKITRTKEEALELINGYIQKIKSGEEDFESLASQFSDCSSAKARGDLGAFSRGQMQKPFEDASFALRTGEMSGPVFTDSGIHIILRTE
# JMJD2A Tudor: JMJD2A Tudor domain (human) inhibition. O75164. AlphaScreen JMJD2A-Tudor / H3K4me3 peptide binding. Potency, µM (top dose mostly 114 µM), without a hit: top-dose activity change, negative = inhibition, usual class: inhibitors. 390,000 tested, 4.4% active. AID 504339; note: % is set by controls: 0 for no effect and ±100 for the full control effect; nearly all actives have a fitted effect of over 50% in size
# RGS4 inh: inhibitors of human regulator of G protein signaling 4. Transcreener GDP fluorescence polarization, RGS4-accelerated GTP hydrolysis. Potency, µM (doses to about 114 µM), for inactives: top-dose activity change, negative = inhibition, usual class: inhibitors. 390,000 tested, 0.039% active; note: % is set by controls: 0 for no effect and ±100 for the full control effect; nearly all actives have a fitted effect of over 75% in size; some results filed as inactive show a strong effect at the top dose
# Target sequence (P49798 whole entry, looked up): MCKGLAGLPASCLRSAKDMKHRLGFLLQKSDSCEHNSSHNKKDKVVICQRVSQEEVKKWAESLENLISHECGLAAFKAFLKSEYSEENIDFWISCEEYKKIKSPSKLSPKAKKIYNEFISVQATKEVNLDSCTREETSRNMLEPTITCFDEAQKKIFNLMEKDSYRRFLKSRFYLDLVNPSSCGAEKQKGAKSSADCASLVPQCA
#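 MLSMR compounds (23 nl, pin-transferred) preincubated 10 min at room temperature with a 500nM (2x) first reagent, then RGS4 at 900nM (2x) plus Transcreener GDP mix added; fluorescence polarization (620/688 nm) read before and after 90 min at 30 °C.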
# GLS inh: glutaminase GLS (human) inhibition; GLS enzymatic activity, qHTS titration; Potency, µM (highest dose often 45.5 µM), for inactives: at the top dose activity change, negative = inhibition, most hits filed as inhibitors; 410,000 tested, 0.21% active; note: % is set by controls: 0 for no effect and ±100 for the full control effect
#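 hKGA in 45 mM KH2PO4 pH 8.2, 0.02% Tween-20 with pin-transferred compounds; 1 mM L-glutamine (stock) plus glutamate oxidase/HRP/Amplex Red coupling added. Fluorescence read initially and after 30 min at RT.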
# ALOX12 inh: blocks human arachidonate 12S-lipoxygenase. P18054. Potency, µM (top dose mostly 108 µM), for the others: at the top dose activity change, negative = inhibition, hits mostly inhibitors. AID 1671190. 580,000 tested, 1.1% active. purified 12hLO, xylenol orange hydroperoxide absorbance; note: % is set by controls: 0 for no effect and ±100 for the full control effect
#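 Purified human 12hLO at 150 nM in 25 mM Hepes, 0.01% Triton X-100, pH 7.0, preincubated 15 min at room temperature with compound. Reaction started with 40 uM arachidonic acid, 30 min at room temperature. Hydroperoxide measured by Fe-xylenol orange, 573/405 nm absorbance ratio.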
# HP1b binding inh: blocks HP1-beta chromodomain binding to methylated histone tails; AlphaScreen HP1-beta / biotin-H3K9me3 peptide binding; Potency, µM (highest dose often 114 µM), for inactives: at the top dose activity change, negative = inhibition, usual class: inhibitors; 390,000 tested, 0.56% active; AID 540317; note: nearly all actives have a fitted effect of over 70% in size; inactives centre near 23
# Target sequence (P83916 whole entry, looked up): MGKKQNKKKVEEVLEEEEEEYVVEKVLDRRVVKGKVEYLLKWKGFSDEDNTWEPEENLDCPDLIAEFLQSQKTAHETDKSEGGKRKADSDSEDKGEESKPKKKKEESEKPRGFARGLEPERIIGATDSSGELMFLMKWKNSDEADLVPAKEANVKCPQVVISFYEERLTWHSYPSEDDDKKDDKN
#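 Compound inhibition of the preformed complex between 50 nM HP1-beta and 50 nM biotinylated H3K9me3 peptide was read by AlphaScreen. Buffer was PBS pH 7.4 with 0.01% Tween-20. Incubations ran 30 min at room temperature, with 10 ug/mL donor/acceptor beads.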
# TrxR1 inh: inhibitors of rat thioredoxin reductase 1; AID 588453; 390,000 tested, 1% active; O89049; recombinant rTrxR1, NADPH fluorescence consumption, selenite substrate; Potency, µM (titrated, usually from 114 µM), for the others: at the highest dose activity change, negative = inhibition, most hits filed as inhibitors; note: % is set by controls: 0 for no effect and ±100 for the full control effect; nearly all actives have a fitted effect of over 65% in size
# Target sequence (O89049 whole entry, looked up): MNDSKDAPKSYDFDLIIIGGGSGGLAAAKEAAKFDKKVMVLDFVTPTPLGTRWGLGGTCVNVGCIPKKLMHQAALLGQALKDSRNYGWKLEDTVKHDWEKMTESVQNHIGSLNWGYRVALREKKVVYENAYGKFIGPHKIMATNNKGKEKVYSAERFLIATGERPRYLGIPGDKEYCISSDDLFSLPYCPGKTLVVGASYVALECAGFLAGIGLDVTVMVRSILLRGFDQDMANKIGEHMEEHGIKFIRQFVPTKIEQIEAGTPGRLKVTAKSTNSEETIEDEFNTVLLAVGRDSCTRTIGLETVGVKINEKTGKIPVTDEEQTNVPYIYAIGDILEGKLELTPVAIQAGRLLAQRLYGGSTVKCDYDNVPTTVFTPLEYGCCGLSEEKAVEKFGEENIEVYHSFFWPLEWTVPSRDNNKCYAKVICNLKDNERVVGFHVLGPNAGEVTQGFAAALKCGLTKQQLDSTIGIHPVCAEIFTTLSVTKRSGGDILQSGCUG
#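 Rat TrxR1 (90 nM in the dispensed reagent) was pre-reduced with 400 uM NADPH for 5 min at room temperature, then incubated with compound for 15 min. After 400 uM selenite was added, NADPH fluorescence (Ex 340/Em 450 nm) was followed for 8 min.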
# Tb PGK inh: blocks T. brucei phosphoglycerate kinase | P07378 | PGK/GAPDH coupled, Kinase-Glo luminescence, 60 min | Potency, µM (top dose mostly 57.5 µM), for inactives: top-dose activity change, negative = inhibition, actives largely listed as inhibitors | 380,000 tested, 0.043% active | AID 602233; note: % is set by controls: 0 for no effect and ±100 for the full control effect; nearly all actives have a fitted effect of over 60% in size
#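 Recombinant glycosomal PGK reaction used 1,3-bisphosphoglycerate generated in-well by GAPDH (100nM final) in 100mM TEA pH 7.6, 5mM MgCl2, 0.01% Tween-20. After 60 minutes at room temperature, ATP was read by Kinase-Glo Plus luminescence end-point.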
# * hit, by the source's call; i = inactive; ? = inconclusive; . = not tested or not shown; [ ] = remark or other dose. Unless noted, calls come from the whole dose curve; as a rule, active = well fitted curve in the direction sought with a large enough effect; inconclusive = small, poorly fitted or top-dose-only effect, or another doubt; inactive = no such curve, though single readings can be large; an effect the other way counts as inactive or inconclusive. Potency is the fitted concentration of half-maximal effect.
ERG Ets-DNA blk,HP1b binding inh,RGS4 inh,TrxR1 inh,Pin1 inhibitor,ALOX12 inh,Tb PGK inh,JMJD2A Tudor,GLS inh,Compound
3%,23%,-3%,3%,1%,41%[activator],-6%,6%,-9%,CSc1nc2ccccc2n1CC(=O)N1CCCCC1
-11%,12%,15%,4%,-2%,11%,7%,-28%,15%,CN(Cc1cn(Cc2ccccc2)nc1-c1ccc2c(c1)OCO2)Cc1nccn1C
11%,42%[activator],6%,7%,0%,0%,4%,12%,-3%,CC1CCN(C(=O)C2CCN(S(=O)(=O)c3cccc4nsnc34)CC2)CC1
2%,29%,-3%,2%,-6%,0%,-3%,39%[activator],3%,COC(=O)c1cc(C(=O)c2cccc(Cl)c2Cl)cn1C
3%,34%,-19%,9%[57.1 µM],0%,0%,i,-15%,0%,Cc1cc(C)n(-c2nc(NCC3CCCO3)c3c4c(sc3n2)COC(C)(C)C4)n1 (centres undefined)
-2%,25%,11%,-4%,0%,-24%,-3%,2%,-13%,CC1CCC(NS(=O)(=O)c2ccc(Cl)nc2)CC1 (centres undefined)
-6%,27%,12%,-15%,6%,-4%,4%,-13%,11%,CSc1[nH]c(=O)c(C(=O)O)cc1C#N
2%,-15%,-31%,-13%,1%,?,-8%,-23%,-4%,CCOC(=O)Cn1c(N)c(C(=O)OC)sc1=S
9%,23%,26%,13%,-2%,-3%,-1%,-11%,12%,O=C1COc2ccc(C(=O)c3ccccc3C(=O)O)cc2N1
1%,33%,7%,8%[57.1 µM],1%,318%[activator],-4%,2%,19%,N/C(=N\OC(=O)c1ccc(Cl)cc1Cl)c1ccc(Cl)cc1
-7%,27%,-5%,8%,0%,-14%,1%,5%,1%,CC(=O)N/C(=C\c1ccccc1)C(=O)OCc1cccc(S(=O)(=O)N(C)C)c1
7%,27%,52%,27%[57.1 µM],-10%,47%[activator],-9%,?,3%,NC(=O)C1CCN(C2CC(=O)N(Cc3ccc(N4CCCC4=O)cc3)C2=O)CC1 (centres undefined)
.,4%,-15%,12%,-4%,-1%,.,-14%,3%,O=C(O)COc1ccc(NC(=O)c2ccco2)cc1
4%,9%,-6%,29%,-3%,-21%,-7%,?,-2%,O=C(CSc1ncn[nH]1)N1N=C2/C(=C/c3ccccc3)CCCC2C1c1ccccc1 (centres undefined)
-2%,52%[activator],13%,3%,-6%,-18%,0%,2%,5%,CCC(CC)C(=O)Nc1ccc(S(=O)(=O)N2CCC(c3nc4ccccc4s3)CC2)cc1
-5%,13%,2%,15%,4%,-3%,0%,-25%,-1%,CC(C)(O)CC[C@@H](O)[C@](C)(O)C1CC[C@@]2(O)C3=CC(=O)[C@@H]4C[C@@H](O)[C@@H](O)C[C@]4(C)C3CC[C@]12C (some centres undefined)
-2%,?,-52%,3%[57.1 µM],1%,?,-8%,0.71µM*,-3%,Clc1cccc(CN2CCCCCC2)c1Cl
1%[15.4 µM],17%,-22%,13%[11.4 µM],-5%,-2%,-9%,-31%,1%,Oc1ccccc1/C=N/N1CCCCC1
-7%,30%,13%,-17%,-2%,0%,.,-17%,9%,CCn1c(=O)c2c(nc(SCC(=O)NCC3CCCO3)n2C)n(C)c1=O (centres undefined)
-3%,35%[activator],-4%,6%[57.1 µM],0%,-3%,1%,-4%[11.4 µM],6%,CCC(=O)Nc1ccc(C(=O)Nc2c[nH]c(=O)[nH]c2=O)cc1

# Looked up one by one from the entries so far (3):
ERG Ets-DNA blk,HP1b binding inh,RGS4 inh,TrxR1 inh,Pin1 inhibitor,ALOX12 inh,Tb PGK inh,JMJD2A Tudor,GLS inh,Compound
7%,27%,52%,27%[57.1 µM],-10%,47%[activator],-9%,?,3%,NC(=O)C1CCN(C2CC(=O)N(Cc3ccc(N4CCCC4=O)cc3)C2=O)CC1 (centres undefined)
2%,29%,-3%,2%,-6%,0%,-3%,39%[activator],3%,COC(=O)c1cc(C(=O)c2cccc(Cl)c2Cl)cn1C
9%,23%,26%,13%,-2%,-3%,-1%,-11%,12%,O=C1COc2ccc(C(=O)c3ccccc3C(=O)O)cc2N1

# (further entries)
ERG Ets-DNA blk,HP1b binding inh,RGS4 inh,TrxR1 inh,Pin1 inhibitor,ALOX12 inh,Tb PGK inh,JMJD2A Tudor,GLS inh,Compound
1%,-5%,-26%,3%[57.1 µM],0%,0%,i,-28%,-1%,O=C(CSc1nccn1-c1ccc(Cl)cc1)Nc1ccc2c(c1)OCO2
-11%,21%,11%,-15%,3%,2%,-2%,-10%,-1%,CCC1(c2ccccc2)NC(=O)N(C)C1=O (centres undefined)
-12%,31%,-28%,14%,-1%,-14%,-5%,2%,-2%,COc1cc(C(=O)N2CCCCC2)ccc1OCC(=O)Nc1ccc(F)cc1
7%,-8%,3%,0%,-13%,?,-5%,?,14%,Cc1ccc(S(=O)(=O)Nc2ccccc2C(=O)Nc2nc(-c3ccc(F)cc3)cs2)cc1
1%,39%[activator],20%,-1%,-3%,?,-7%,5%,-1%,COCC1CCN(C(=O)c2oc3c(F)cccc3c2C)C1 (centres undefined)
9%,23%,-32%,4%,6%,-13%,-1%,-10%,3%,CC(C)OCCCNC(=O)C1CCC(CNS(=O)(=O)c2ccc(Cl)cc2)CC1 (centres undefined)
2%,51%[activator],3%[11.4 µM],13%,-2%,0%,-1%,-10%[11.4 µM],-3%,Cc1ccc(/C([O-])=C(/C(=S)NCCN2CCOCC2)[n+]2ccccc2)cc1[N+](=O)[O-]
-9%,?,?,-1%,-9%,35µM*,-2%,79µM*,-17%,CCOc1ccc(C(=S)NC2CCCCC2)cc1OCC
-19%,7%,19%,-19%,20%,0%,-1%,-32%,-1%,Cc1cc(/C=N/Nc2ccc([N+](=O)[O-])cn2)c(C)n1-c1ccccc1
8%,75%[activator],-5%,10%,1%,-3%,i,-8%,-6%,CCN(C(=O)COc1cc(OC)ccc1C(C)=O)C1CCS(=O)(=O)C1 (centres undefined)
4%,26%,5%,3%,0%,7%,-1%,-9%,16%,C/C(=N\NC(=O)c1csc(C)c1C)c1ccc(C)s1
2%,26%,17%,18%,2%,-8%,-4%,0%,-11%,CCSC1=NCCN1S(=O)(=O)c1ccccc1
-6%,51%[activator],5%,22%,4%,-2%,-8%,-8%,9%,O=C(Oc1ccc2c(-c3ccccc3)cc(=O)oc2c1)c1cccs1
-1%,12%,12%,23%[57.1 µM],4%,-4%,-4%,-4%,2%,O=C(COC(=O)CNS(=O)(=O)c1ccc(Br)cc1Cl)NC1CCCC1
-9%,21%,4%,11%,-1%,63%[activator],6%,-6%,0%,O=C(NCCc1ccccc1)C(=O)NCC1OCCN1S(=O)(=O)c1cccs1 (centres undefined)
6%,29%,14%,0%,-9%,-14%,0%,-11%,15%,Cc1ccc(-c2nnc(SCC(C)C)n2C)cc1
-3%,24%[57 µM],-9%,29%[57.1 µM],2%,0%,-3%,0%,4%,Cc1cc(C)c2nc(NC(=O)c3ccc(S(=O)(=O)N4CCC(C)CC4)cc3)sc2c1
-1%,16%,11%,15%,-4%,0%,-5%,-20%,-3%,CCOC(=O)c1sc(N2C(=O)c3oc4cc(C)c(C)cc4c(=O)c3C2c2cccc(O)c2)nc1C (centres undefined)
1%,40%,9%,-8%,9%,?,1%,-5%,10%,COc1ccc2[nH]c3c(=O)n(/N=C/[C@H]4C(C)C=C(C)CC4C)c(=O)[nH]c3c2c1 (some centres undefined)
-1%,41%[activator],6%,4%,-2%,5%,-9%,6%,14%,O=C(NCCc1csc(-c2ccccc2)n1)c1ccccc1F
4%,7%,6%,-13%,-5%,i,5%,-8%,7%,CC(C)Cc1nc(SCC(=O)N2CC(C)OC(C)C2)c2c(=O)n(C)c(=O)n(C)c2n1 (centres undefined)
5%,25%,-21%,18%[57.1 µM],2%,-14%,-10%,-9%[57.1 µM],-6%,Cc1ccc(CN=C(Nc2ccccc2)NC2CCCCC2)cc1
-9%,30%,-15%,-24%,3%,-7%,2%,-18%,0%,COc1ccc(-n2c(Cc3cc(=O)[nH]c(=O)[nH]3)nnc2SCC(=O)Nc2cc(C(F)(F)F)ccc2Cl)cc1
-2%,12%,-2%,17%,-4%,-9%,4%,-6%,-3%,COCCN(C(=O)CSc1ccc2c(c1)OCCO2)c1c(N)n(CC(C)C)c(=O)[nH]c1=O
-3%,14%,12%,-9%,-4%,28%,2%,-24%,27%,CCc1cc2c(N3CCN(c4ccccc4)CC3)ncnc2s1
10%,40%[activator],0%,16%,1%,14%,-2%,-11%,-5%,O=C(O)c1cccc(NS(=O)(=O)c2cccc3cccnc23)c1
2%,40%[activator],-14%,8%[57.1 µM],-1%,0%,-2%,-3%,2%,CCC1=C(OC(=O)N(CC)CC)N2C(=O)OC(=NCC(=O)OC)[C@]2(C)[C@H]2C1=CC[C@H]1C(=O)N(C)C(=O)[C@H]12
12%,26%,19%,15%,-1%,-4%,-8%,-22%,12%,Cc1ccc(C)c(N2CCN(C(=O)CCNS(=O)(=O)c3ccc4c(c3)oc(=O)n4C)CC2)c1
2%,3%,-3%,6%,0%,-12%,13%,-33%,4%,COc1ccccc1NC(=O)C1=C(C)Nc2c(C(=O)Nc3ccc(F)cc3)cnn2C1c1cccc([N+](=O)[O-])c1 (centres undefined)
11%,22%,-37%[11.4 µM],7%[57.1 µM],?,?,0%,5%[11.4 µM],-11%,O=C(COc1ccc(Cl)cc1)N1CCN(c2cccc(C(F)(F)F)c2)CC1
-11%,16%,12%,16%,0%,0%,-7%,-12%,1%,COc1ccc2nc(NC(=O)Nc3ccccc3OC)sc2c1

# The list is partial. The share of hits here may be higher or lower than overall.
